Source: PubChem BioAssay
Mtb UGM inh: M. tuberculosis UGM enzyme inhibitors, primary screen, biochemical, fluorescence polarization, single point | AID 504406, 2011 | UDP-galactopyranose mutase (Mycobacterium tuberculosis (strain ATCC 25618 / H37Rv)), … | purified UGM, fluorescence polarization probe displacement | inhibition, % at 10 µM | 0.06% of 320,000 active; in the data active = inhibition above about 10%, passing the limit was not always enough
Target sequence (P9WIQ1 whole entry, looked up): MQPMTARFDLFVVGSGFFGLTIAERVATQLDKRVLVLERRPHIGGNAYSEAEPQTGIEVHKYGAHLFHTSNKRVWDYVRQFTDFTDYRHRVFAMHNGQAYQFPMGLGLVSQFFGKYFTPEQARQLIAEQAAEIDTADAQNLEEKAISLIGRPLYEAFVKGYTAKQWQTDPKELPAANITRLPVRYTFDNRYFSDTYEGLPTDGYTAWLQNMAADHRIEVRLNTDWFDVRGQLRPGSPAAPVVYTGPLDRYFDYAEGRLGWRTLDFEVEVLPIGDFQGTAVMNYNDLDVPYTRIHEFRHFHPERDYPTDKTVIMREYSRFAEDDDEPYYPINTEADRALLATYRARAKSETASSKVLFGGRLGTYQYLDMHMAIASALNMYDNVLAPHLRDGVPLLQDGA
MazEF act: activators of E. coli MazEF toxin-antitoxin RNase, primary screen, biochemical, fluorescence, uHTS; Endoribonuclease toxin MazF (Escherichia coli (strain K12)), P0AE70; FAM/BHQ RNA-DNA oligo cleavage fluorescence, 5 h; activation, % at 20 µM; 0.32% of 350,000 active; in the data active = activation above about 50%
SSB-PriA inh: inhibitors of Klebsiella pneumoniae PriA binding to SSB C-terminal tail, primary screen, biochemical, AlphaScreen | PriA–SSB C-terminal tail interaction (Klebsiella pneumoniae) | 0.6% of 430,000 active | AlphaScreen SSBct-PriA binding, biotinylated peptide | inhibition, % at 33 µM; in the data active = inhibition mostly above about 37%, no sharp cut-off; inactive = mostly below about 20%;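 note: plate controls were negative control peptide for no effect and reference peptide for full effect; strong numbers were not always called active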
GDH-TPI counter: GDH-TPI coupling enzyme inhibitors, primary screen, artefact control for M. tuberculosis FBA inhibitor project, biochemical, absorbance, full deck; GDH-TPI coupled enzyme counterscreen, NADH absorbance; inhibition, % at 4.8 µM; 1.2% of 360,000 active; AID 588335, 2011; in the data active = inhibition above about 30%;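 note: 0% = DMSO wells and 100% = wells lacking the enzyme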
VHR inh abs: VHR1 phosphatase inhibitors, primary screen, biochemical, absorbance, uHTS. Dual specificity protein phosphatase 3 (Homo sapiens), P51452. recombinant VHR phosphatase, pNPP absorbance. inhibition, % at 13.3 µM. 0.52% of 290,000 active; in the data active = inhibition above about 50%; note: some compounds called inactive have numbers as strong as hits
Target sequence (P51452 whole entry, looked up): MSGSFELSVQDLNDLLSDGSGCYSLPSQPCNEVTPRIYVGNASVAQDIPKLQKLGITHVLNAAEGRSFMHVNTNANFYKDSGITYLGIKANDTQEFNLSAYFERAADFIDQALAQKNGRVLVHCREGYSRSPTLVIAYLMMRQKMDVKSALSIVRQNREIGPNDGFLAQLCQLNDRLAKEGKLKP
FBA Mtb inh: Mtb FBA enzyme inhibitors, primary screen, biochemical, fluorescence, strain H37Rv | Fructose-bisphosphate aldolase (Mycobacterium tuberculosis (strain ATCC 25618 / H37Rv)), … | purified M. tuberculosis FBA, fluorescence read-out | inhibition, % at 1 µM | 2.3% of 360,000 active | AID 588726, 2011; in the data active = inhibition above about 27%;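 note: 0% = vehicle and 100% = reference inhibitor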
Target sequence (P9WQA3 whole entry, looked up): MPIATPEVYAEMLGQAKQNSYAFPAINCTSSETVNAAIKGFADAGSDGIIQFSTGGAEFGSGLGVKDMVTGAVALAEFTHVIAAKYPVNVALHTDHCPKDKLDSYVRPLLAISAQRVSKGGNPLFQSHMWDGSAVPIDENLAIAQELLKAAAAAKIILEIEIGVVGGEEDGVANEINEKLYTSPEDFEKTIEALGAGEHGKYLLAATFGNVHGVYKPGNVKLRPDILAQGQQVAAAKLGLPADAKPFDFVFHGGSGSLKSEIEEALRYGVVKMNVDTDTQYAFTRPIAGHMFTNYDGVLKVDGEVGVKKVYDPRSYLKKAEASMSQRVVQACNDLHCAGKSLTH
3CLpro inhibitor: SARS-CoV 3CLpro protease inhibitors, primary screen, biochemical, quenched FRET; recombinant SARS-CoV 3CLpro, quenched FRET peptide cleavage; inhibition, % at 6 µM; 0.14% of 290,000 active; AID 1706, 2009; Replicase polyprotein 1ab (Severe acute respiratory syndrome coronavirus), P0C6X7; in the data active = inhibition above about 12%
Rv3671c protease: Rv3671c serine protease inhibitors, primary screen, biochemical, fluorescence polarization, M. tuberculosis H37Rv | 0.048% of 320,000 active | inhibition, % at 5.96 µM; in the data active = inhibition above about 38%;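 note: extracellular domain of Rv3671c used as enzyme; 0% = enzyme with DMSO and 100% = no enzyme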
Vc quorum ag: inducers of Vibrio cholerae quorum light production without autoinducers, primary screen, BH1578 luxS cqsA deficient, single point; V. cholerae BH1578 lux reporter, luminescence, 6 h; activation, % at 18.7 µM; 0.16% of 350,000 active; AID 588436, 2011; in the data active = activation mostly above about 9.7%, no sharp cut-off; note: not every result past the cut was called active; inactives centre near 0; reference of the scale not given here
Mtb BioA inh: M. tuberculosis BioA enzyme inhibitors, primary screen, biochemical, plate reader, single point, HTS; 0.096% of 360,000 active; inhibition, % at 9.99 µM; AID 602481, 2012; 7,8-diaminopelargonic acid synthase BioA (Mycobacterium tuberculosis); purified M. tuberculosis BioA enzyme; in the data active = inhibition above about 40%
The depositor's hits bear a star; i = inactive; nt = not tested or not shown. An excerpt, so the mix of outcomes need not match the whole.

The first 2 records, to show the layout:
SMILES	Mtb UGM inh	MazEF act	SSB-PriA inh	GDH-TPI counter	VHR inh abs	FBA Mtb inh	3CLpro inhibitor	Rv3671c protease	Vc quorum ag	Mtb BioA inh
CCn1cc(C(=O)NCc2ccco2)c(=O)c2ccc(C)nc21	-0.6	3	-8	9	27	3	3	1	-0.5	nt
O=C1C2C3C=CC(CC3)C2S(=O)(=O)C2C3C=CC(CC3)C12 (configuration not stated)	nt	1	nt	4	nt	1	nt	nt	i	-1.3

This part in full, from the start:
SMILES	Mtb UGM inh	MazEF act	SSB-PriA inh	GDH-TPI counter	VHR inh abs	FBA Mtb inh	3CLpro inhibitor	Rv3671c protease	Vc quorum ag	Mtb BioA inh
CCn1cc(C(=O)NCc2ccco2)c(=O)c2ccc(C)nc21	-0.6	3	-8	9	27	3	3	1	-0.5	nt
O=C1C2C3C=CC(CC3)C2S(=O)(=O)C2C3C=CC(CC3)C12 (configuration not stated)	nt	1	nt	4	nt	1	nt	nt	i	-1.3
CCCCc1nnc(NC(=O)c2cccc(S(=O)(=O)N3CCN(C)CC3)c2)s1	0.9	-11	-3	-1	14	0	-3	0	-4.5	-1.1
COc1ccccc1C(=O)Nc1cc2c(cc1C(=O)O)OCCCO2	1.5	-17	-2	-1	25	-3	0	-6	-0.2	-0.9
COC(=O)CCC/C=C1\SC[C@@H](NC(=O)c2ccccc2)C1NC(C)=O (some centres not stated)	-2.3	4	5	5	5	-2	1	-2	i	nt
CC1CCCN(S(=O)(=O)c2ccc(NC(=O)Cn3nnc(-c4ccccc4F)n3)cc2)C1 (configuration not stated)	1.1	-24	-6	-4	10	0	6	-207	i	-1.9
N/C(=N\OC(=O)/C=C/c1ccccc1)c1ccccn1	1.2	-1	nt	9	-3	-4	0	-8	-0.3	9.9
COc1ccc(-n2c(SCC(=O)N(C)c3ccccc3)nc3c([nH]c4ccccc43)c2=O)cc1OC	-0.6	-14	-5	7	-2	1	5	4	-0.7	-1.7
O=C(c1cc(Br)ccc1Cl)N1CCN(c2ccccn2)CC1	-1.8	7	0	4	23	1	-1	nt	4.7	1.2
Cc1nc(NC(=O)c2cccc(-c3cc4ccccc4oc3=O)c2)ccc1Br	nt	84*	-8	7	33	1	-2	-13	i	nt
COc1ccc(N2CCN(S(C)(=O)=O)CC2)cc1	1.8	11	-10	8	-4	-1	2	8	-0.2	-1.8
C/C(=N\NC(=O)c1c[nH]c2ccccc12)c1ccc(C)s1	-2.0	11	nt	16	4	3	-2	-2	-0.5	1.7
COc1cc(CN2CCCCCC2)cc(OC)c1O	-1.6	4	7	2	48	1	-7	1	-0.1	8.8
CCOc1ccc(CN(C)CC(=O)NCc2ccccc2)cc1	-0.9	-4	-7	1	6	-1	10	16	i	nt
CC(=O)c1cccc(OCCN2C(=O)NC(C)(C)C2=O)c1	3.7	0	-18	-3	23	5	3	-6	-3.7	-0.2
CC1CCCC(NC(=S)NC(=O)c2ccccc2Br)C1C (configuration not stated)	-0.9	-1	-12	11	3	0	7	-3	-0.2	-2.1
O=C(COC(=O)c1ccc(Cl)nc1)Nc1ccc(Cl)cc1	nt	4	-8	-4	nt	-5	nt	nt	-2.1	0.5
O=C(CSc1ccc(S(=O)(=O)N2CCOCC2)cn1)Nc1ccc(F)c(F)c1	1.0	-2	-21	3	nt	-1	nt	-9	i	2.2
COc1ccccc1C1N(c2ccc(Cl)cc2)C(=O)C2CCCN21 (configuration not stated)	-5.3	1	-7	-2	-8	2	-3	-6	3.7	-2.3
C=C(C)CSc1nc2nc(C)cc(C)n2n1	0.3	2	-13	2	12	2	-2	-1	i	-1.3

Single records (already shown).
Results for `O=C(c1cc(Br)ccc1Cl)N1CCN(c2ccccn2)CC1` : Mtb UGM inh: -1.8; MazEF act: 7; SSB-PriA inh: 0; GDH-TPI counter: 4; VHR inh abs: 23; FBA Mtb inh: 1; 3CLpro inhibitor: -1; Rv3671c protease: nt; Vc quorum ag: 4.7; Mtb BioA inh: 1.2
Results for `COC(=O)CCC/C=C1\SC[C@@H](NC(=O)c2ccccc2)C1NC(C)=O` (some centres not stated) : Mtb UGM inh: -2.3; MazEF act: 4; SSB-PriA inh: 5; GDH-TPI counter: 5; VHR inh abs: 5; FBA Mtb inh: -2; 3CLpro inhibitor: 1; Rv3671c protease: -2; Vc quorum ag: i; Mtb BioA inh: nt

The list continues.
SMILES	Mtb UGM inh	MazEF act	SSB-PriA inh	GDH-TPI counter	VHR inh abs	FBA Mtb inh	3CLpro inhibitor	Rv3671c protease	Vc quorum ag	Mtb BioA inh
O=[N+]([O-])c1cc2c(cc1Br)-c1ccccc1C2	nt	4	nt	6	nt	-4	nt	nt	i	-2.8
O=[N+]([O-])c1ccc(-c2nc(Nc3ccc(O)cc3)c3ccccc3n2)cc1	2.0	9	0	3	16	-2	2	nt	i	nt
CCN1CCN(c2ncnc3scc(-c4ccc(OC)cc4)c23)CC1	7.5	-5	3	0	0	1	-2	-2	-0.4	2.0
O=C(O)CN1CCCCCC1=O	2.9	7	3	-3	30	0	0	1	-0.6	-0.1
Cc1oc(-c2cccs2)nc1CS(=O)CC(=O)NC1CCCCCC1 (configuration not stated)	2.5	6	0	9	-12	-1	1	-5	i	-1.5
Cc1ccccc1-c1csc(C(O)(c2ccccc2)C(F)(F)F)n1 (configuration not stated)	nt	nt	nt	2	nt	-2	nt	nt	-1.0	-0.6
CCn1c(CCn2ccnc2C)n[nH]c1=S	-1.6	-8	-16	-3	-4	3	4	-4	-2.2	nt
COc1ccc(N2CCN(c3ccc(NC(=O)/C=C\C(=O)O)cc3)CC2)cc1	-0.8	6	13	11	27	1	-6	-3	0.3	-1.7
CCN(CC(=O)NCc1ccc(Cl)cc1)C(=O)COc1cccc(Cl)c1	2.6	-7	-12	0	nt	4	nt	-7	i	2.8
CCOP(=O)(OCC)C(Nc1ccccc1)c1ccco1 (configuration not stated)	0.7	4	-4	2	16	1	1	6	-0.3	0.6
Cc1ncccc1C(=O)N1CCCC(CNC(=O)C2(c3ccc(Cl)cc3)CC2)C1 (configuration not stated)	-0.1	15	-2	-5	6	2	3	-7	-3.7	4.7
Cc1cc(=O)oc2cc(NC(=O)c3cc4ccccc4o3)ccc12	-1.7	nt	nt	nt	-19	nt	-3	0	nt	nt
Cc1cccc(NC(=O)Cn2c(=O)n(Cc3ccco3)c(=N)c3c4c(sc32)COC(C)(C)C4)c1	nt	4	-2	3	52*	-2	-3	-5	-0.6	-1.0
CC(=O)NCC(=O)OCN1C(=O)c2ccccc2C1=O	3.3	0	-2	11	13	3	8	-8	-0.5	-3.1
CCCNc1nc(Cl)nc(NC(C)(C)C)n1	-1.9	6	-10	2	11	1	3	2	-0.4	0.1
COc1cc(/C=C2/NC(=O)NC2=O)cc(Br)c1OCc1ccccc1	-1.4	-22	-24	10	26	3	8	-39	1.0	nt
Cc1cc(C)nc(N(C#N)Cc2cccc(Cl)c2)n1	-2.4	-6	-10	3	0	-1	-3	7	i	nt
O=C(N/N=C/c1cc([N+](=O)[O-])ccc1Cl)c1cnccn1	0.2	-1	nt	7	34	8	-1	-2	0.1	7.0
COC(=O)C1=C(N)Oc2cc(C)n(Cc3cccnc3)c(=O)c2C1c1cc(OC)ccc1OC (configuration not stated)	-1.7	3	4	-3	0	1	0	3	-0.1	-1.4
Cc1snc(SCC(=O)c2ccc([N+](=O)[O-])cc2)c1C#N	nt	3	5	1	19	4	2	nt	i	nt

The closing two compounds of the section above are carried over, then new ones follow:
SMILES	Mtb UGM inh	MazEF act	SSB-PriA inh	GDH-TPI counter	VHR inh abs	FBA Mtb inh	3CLpro inhibitor	Rv3671c protease	Vc quorum ag	Mtb BioA inh
COC(=O)C1=C(N)Oc2cc(C)n(Cc3cccnc3)c(=O)c2C1c1cc(OC)ccc1OC (configuration not stated)	-1.7	3	4	-3	0	1	0	3	-0.1	-1.4
Cc1snc(SCC(=O)c2ccc([N+](=O)[O-])cc2)c1C#N	nt	3	5	1	19	4	2	nt	i	nt
COc1ccccc1NC(=O)c1sc2ncn(Cc3cccc4ccccc34)c(=O)c2c1C	-0.3	-14	-10	12	-24	4	0	-19	3.8	-0.4
CCN(CC(=O)Nc1ccc(C(=O)OC)cc1)C1CCCCC1	-0.6	157*	-8	-5	30	-1	4	10	-0.2	0.3
COc1ccc(S(=O)(=O)N(C)CC(=O)NCc2ccc3c(c2)OCO3)cc1	-1.7	4	4	0	21	4	-3	-7	-0.3	1.0
Cc1nn(CC(=O)Nc2ccc3c(c2)nc(CN2CCCCC2)n3C)c(=O)c2ccccc12	5.6	0	-8	-3	-6	2	-5	-8	1.7	0.9
CCN(CC)C(=O)CSc1nnc(CSc2ncccn2)n1C	-1.4	9	-2	-2	19	1	2	-5	0.0	0.7
CCOc1ccc(CCNC(=O)CS(=O)Cc2nc(-c3ccc(C)cc3)oc2C)cc1OCC (configuration not stated)	1.5	-14	0	6	-2	5	4	11	-0.3	1.8
CCOc1ccc(Nc2nc(Cc3nnc(SCC(=O)c4ccc(C)c(C)c4)o3)cs2)cc1	-0.8	11	14	10	27	0	1	4	i	-2.8
CCCOc1ccc(C(=O)Nc2ccc3c(c2)OCCO3)cc1	0.4	-19	5	10	45	2	-9	-7	1.4	-0.7
O=C1[C@@H]2[C@H](C(=O)N1Cc1ccco1)[C@H]1C=C[C@@H]2C1	-0.9	1	-14	0	19	-3	-1	3	i	-1.7
CCOc1cc(S(=O)(=O)n2cc(-c3ccc(F)cc3)c(N)n2)cc(OCC)c1OCC	0.3	1	1	-8	-4	-1	3	2	0.0	-0.1
CCC1=NNc2cccc3c(OC)ccc1c23	0.3	nt	nt	nt	54*	nt	-2	13	nt	nt
CCOC(=O)Cn1c(C)cc(=O)c2cccc(C)c21	-0.2	-3	-3	4	-38	3	8	2	nt	2.1
